Bioassay records as filed in PubChem BioAssay.
HIF activator: HIF pathway transcriptional activation; U2OS HRE-luciferase reporter, luminescence; normalized: DMSO 0%, desferrioxamine 100%; activation, % at 7.5 µM (by protocol); hit rate 0.32% among 300,000; AID 1910;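 active = mean activation of at least 10% of the iron chelator positive control signal, with at least half of replicates also reaching 10%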
KLF5 inhibitor: inhibitors of KLF5 expression; DLD-1 KLF5 promoter-luciferase reporter, luminescence; hit rate 0.23% among 290,000; inhibition, % at 5 µM;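 active = inhibition above a per-plate limit of that plate's mean compound inhibition plus 3 SD, cut at about 60% in these data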;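 note: 0% = DMSO wells and 100% = LY294002 at 200 µM; higher means less KLF5 promoter-driven luciferase light; inactives centre near -14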
Platelet DG rel: platelet dense granule release activity | human platelet-rich plasma, SFLLRN dense granule ATP release, luminescence | inhibition, %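 (compounds screened at 7.5 µM in platelet-rich plasma)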 | hit rate 0.22% among 300,000;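 active = mean replicate score, as percent of positive control, at or above 50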
SKKanGAS inh: inhibitors of SKKanGAS S. pyogenes growth in kanamycin (SK-promoter or general growth effect) | inhibition, % at 7.5 µM | AID 1662 | hit rate 1.3% among 300,000 | BacTiter-Glo, 6 h;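 active = mean replicate score, as percent of positive control median, at least 50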;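 note: strain carries kanamycin resistance gene driven by streptokinase promoter and grows in 40 µg/ml kanamycin; loss of luminescence reflects streptokinase promoter inhibition or plain growth inhibition; 0% = median of DMSO wells and 100% = positive control at its reference dose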
HSP90 refold inh: blocks HSP90-mediated luciferase refolding in reticulocyte lysate; Rabbit reticulocyte lysate, luciferase refolding luminescence, 3 h; inhibition, % at 5.6 µM; hit rate 0.91% among 290,000;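 active = inhibition above the screen-wide mean plus 3 SD, computed separately per campaign, cut at about 16% in these data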;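 note: 0% = DMSO wells and 100% = 60 µM geldanamycin wells; inhibitors lower the luminescence because luciferase stays unfolded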
AI-2 QS mod: Vibrio harveyi AI-2 quorum sensing modulation | Vibrio harveyi JMH597 AI-2 luminescence/OD600 ratio, 9 h; hits give low values; strain lacks LuxN and CqsS sensors; 0 = neutral-control median | activity change, % at 7.5 µM | hit rate 0.4% among 300,000 | AID 2094; in the data active = activity change below about -75%, passing the limit was not always enough;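 note: luminescence divided by OD600 gain over 9 h not by final OD600 alone; inactives centre near 13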
aSyn 5UTR inh: MLPCN primary screen, SNCA 5' untranslated region | inhibition, % (tested at 7.5 µM) | alpha-synuclein 5'UTR reporter, inhibitor activity | hit rate 0.82% among 300,000; in the data active = inhibition above about 60%;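 note: H4 neuroglioblastoma cells stably carrying SNCA 5'UTR luciferase fusion; 0% = DMSO wells and 100% = positive control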
HSF1 inh: HSF1 inhibition. activity change, negative = inhibition, % at 7.5 µM (by protocol). NIH3T3-HGL HSE-luciferase, MG132-induced, luminescence 8 h; hits give low values. hit rate 0.77% among 300,000;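 active = more than half of replicate wells show activity change below -50%, luminescence cut by over half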;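 note: luciferase reports HSF-1 transcriptional activity via heat shock element; 0% = median of DMSO wells and -100% = zero luminescence signal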
IEC-6 cytotox: kills IEC-6 intestinal cells in KLF5 counter-screen; IEC-6 cytotoxicity, luminescence viability; inhibition, % at 5 µM; hit rate 0.78% among 290,000; AID 1825; in the data active = inhibition above about 22%;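 note: 0% = plate median of test compound wells and 100% = cytotoxic reference compound wells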
HSF1 activator: increases HSF-1 driven luciferase reporter signal. NIH3T3-HGL HSF-1 luciferase reporter, MG132, 8 h; 100% = twice DMSO control signal. activation, % at 9 µM. hit rate 1.7% among 300,000. AID 504408;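 active = mean replicate activation of at least 50% with a set share of replicates each reaching 50%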;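 note: 0% = median of the neutral control wells and 100% = twice that signal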
* = called active by the depositor; . = no result given.

Each structure is followed by: Platelet DG rel	HIF activator	HSP90 refold inh	KLF5 inhibitor	SKKanGAS inh	aSyn 5UTR inh	AI-2 QS mod	HSF1 inh	HSF1 activator	IEC-6 cytotox
> C/C(=N\NC(=O)c1cc(Br)ccc1O)c1cccc(NC(=O)c2ccccc2F)c1
  27.3	0.5	7.4	-69.0	63.2*	-17.7	16.5	4.9	11.6	-0.2
> Cc1ccc(N(C(=O)c2snc(C(N)=O)c2N)C(C(=O)NC2CCCC2)c2ccncc2)cc1 (configuration not stated)
  -2.4	3.2	-1.5	-0.9	-0.2	-12.9	15.7	18.1	19.3	-1.5
> COc1ccccc1NS(=O)(=O)c1ccc(O)c(C(=O)OCC(=O)N2CCc3ccccc32)c1
  1.4	-0.2	4.1	-20.1	4.9	9.0	32.6	-4.1	2.8	-3.2
> CC1CN(c2ccc(S(=O)(=O)N3CCCC3)cn2)CC(C)O1 (configuration not stated)
  13.3	0.7	-4.0	-11.8	-4.4	6.5	15.1	-5.1	-10.1	-7.2
> Cc1sc2ncnc(OCC(=O)NC3CCS(=O)(=O)C3)c2c1C (configuration not stated)
  18.7	-0.2	2.1	-5.4	-2.9	12.2	5.1	1.5	-3.4	-2.2
> Clc1ccc2c(c1)CNc1c(ncnc1N1CCOCC1)O2
  2.4	-0.4	1.0	-6.9	-4.4	16.7	10.2	-9.2	-11.8	5.0
> CCCCNC(=O)CCn1c(=O)c2ccccc2n(Cc2ccccc2C)c1=O
  4.4	0.1	-5.2	-43.1	-3.1	3.6	19.5	3.2	-7.6	-2.6
> CCN1C(=O)/C(=C/C=C2\N(CC)c3cc(S(=O)(=O)N(C)C)ccc3N2c2ccccc2)SC1=S
  33.5	-0.3	4.6	-18.1	24.9	42.8	30.6	0.5	10.0	-5.8
> O=C(CSc1nnc(Cn2nnc(-c3ccccc3)n2)n1-c1ccccc1)Nc1ccccc1
  1.1	0.3	-0.5	-7.6	-0.9	22.5	5.0	6.9	36.6	-5.7
> CCOc1ccc2nc(NC(=O)CSc3ccccc3)sc2c1
  -4.3	0.9	6.6	8.3	-9.3	-68.9	12.5	14.5	28.2	4.2
> N#Cc1nc(-c2ccco2)oc1NCc1ccccc1Cl
  0.0	0.0	-3.1	-3.8	9.1	11.5	6.0	1.9	0.8	-8.7
> Cc1cccc(N(C(=O)CNC(=O)c2ccco2)C(C(=O)NC2CCCC2)c2cccnc2)c1C (configuration not stated)
  -5.0	0.1	1.3	-25.1	1.5	9.9	8.7	3.2	21.1	-0.9
> CCOC(=O)c1c(C)n(CCOc2ccccc2)c2ccc(O)cc12
  -6.6	1.8	9.0	-24.6	-4.2	3.8	-4.2	28.3	68.6*	0.5
> CCCN(CCC)C(=O)C1CCC(CNS(=O)(=O)c2cccc3nsnc23)CC1 (configuration not stated)
  -3.9	-0.5	13.1	-2.5	-5.9	5.1	66.5	13.0	45.5	-8.6
> CCOc1ccccc1NCc1nnc(-c2ccccc2)o1
  -0.8	-3.8	-1.5	-33.8	-3.3	-19.8	17.3	1.1	19.0	5.4
> O=C(Nc1nnc(CC(c2ccccc2)c2ccccc2)s1)c1ccco1
  2.8	-0.5	-1.5	-4.3	11.6	-16.1	22.0	-4.3	-2.9	0.6
> CS(=O)(=O)N(CC(=O)NCCSCc1ccccc1Cl)c1ccc(F)cc1
  1.7	-0.3	0.1	-19.3	11.3	1.6	27.1	2.3	-8.4	-2.4
> COc1cccc(-c2ccc(NC(=O)C3CCCN(Cc4cnc(C)n4C)C3)cc2)c1 (configuration not stated)
  -1.6	0.9	-1.6	-40.6	-2.3	-10.1	5.7	3.6	7.0	-8.5
> Cc1ccc(Nc2ccc(N3CCN(c4ccc([N+](=O)[O-])cc4)CC3)nn2)cc1
  -8.2	-2.5	0.6	-7.1	-14.7	6.8	22.9	-17.0	8.5	-0.4
> Cc1nc(SC2CC(=O)N(c3ccccc3)C2=O)n[nH]1 (configuration not stated)
  -0.9	0.0	-3.3	-20.1	0.2	-29.6	19.8	3.1	3.7	-2.2
> COc1ccc(Cl)cc1S(=O)(=O)N(C)CC(=O)N1CCCC1
  4.0	-1.7	-0.6	-51.2	-4.8	3.0	19.7	-21.1	-34.9	0.8
> COCCNc1nc2c(c(=O)[nH]c(=O)n2C)n1CCCc1ccccc1
  17.4	-1.7	-3.7	-30.8	-1.0	8.2	4.1	-4.9	-14.9	-4.4
> O=C(OCC1CC(c2ccccc2)=NO1)c1ccco1 (configuration not stated)
  3.4	0.1	5.3	-91.1	3.2	-9.5	19.9	12.8	19.0	-13.6
> COc1cc(-c2ccccc2)nc2ccccc12
  .	0.0	0.7	-4.2	5.3	22.0	-1.6	18.5	-6.7	4.3
> CCOC(=O)c1cc(C(=O)NC(C)c2ccccc2)c(C)[nH]c1=O (configuration not stated)
  6.8	-0.4	2.9	10.6	7.6	-16.7	5.1	-3.6	-7.3	-3.2
> O=C(NCC(c1ccco1)N1CCN(c2ccc(F)cc2)CC1)c1ccc2c(c1)OCO2 (configuration not stated)
  2.6	-0.9	.	.	23.3	-14.2	16.8	1.2	-0.2	.
> Cc1c(NC(=O)C(C)OC(=O)c2sc3ccccc3c2Cl)c(=O)n(-c2ccccc2)n1C (configuration not stated)
  -22.4	-0.2	1.3	2.5	-13.2	-29.1	17.4	-9.8	-4.8	-4.5
> Cc1noc(C)c1S(=O)(=O)N1CCC(C(=O)NC2CCCc3ccccc32)CC1 (configuration not stated)
  0.3	-4.3	1.5	-10.5	2.9	-2.5	24.9	-5.2	-9.3	1.8
> CNC(=S)N(CCc1c(C)[nH]c2ccc(F)cc12)Cc1ccco1
  -8.0	-41.2	-1.9	-20.9	-9.8	7.4	11.5	11.8	43.9	-4.5
> CCCc1cc(=O)n2[nH]c(Cc3ccccc3)nc2n1
  -7.3	0.0	-3.4	-6.9	-0.4	8.4	25.6	-43.0	-53.5	2.4

Entries of single compounds, quoted from the list. Values in the order: Platelet DG rel | HIF activator | HSP90 refold inh | KLF5 inhibitor | SKKanGAS inh | aSyn 5UTR inh | AI-2 QS mod | HSF1 inh | HSF1 activator | IEC-6 cytotox
CCCCNC(=O)CCn1c(=O)c2ccccc2n(Cc2ccccc2C)c1=O in the list: 4.4 | 0.1 | -5.2 | -43.1 | -3.1 | 3.6 | 19.5 | 3.2 | -7.6 | -2.6
CS(=O)(=O)N(CC(=O)NCCSCc1ccccc1Cl)c1ccc(F)cc1 in the list: 1.7 | -0.3 | 0.1 | -19.3 | 11.3 | 1.6 | 27.1 | 2.3 | -8.4 | -2.4

Among those listed so far, these have a thiophene ring, fused or not:
Each structure is followed by: Platelet DG rel	HIF activator	HSP90 refold inh	KLF5 inhibitor	SKKanGAS inh	aSyn 5UTR inh	AI-2 QS mod	HSF1 inh	HSF1 activator	IEC-6 cytotox
> Cc1sc2ncnc(OCC(=O)NC3CCS(=O)(=O)C3)c2c1C (configuration not stated)
  18.7	-0.2	2.1	-5.4	-2.9	12.2	5.1	1.5	-3.4	-2.2
> Cc1c(NC(=O)C(C)OC(=O)c2sc3ccccc3c2Cl)c(=O)n(-c2ccccc2)n1C (configuration not stated)
  -22.4	-0.2	1.3	2.5	-13.2	-29.1	17.4	-9.8	-4.8	-4.5

Next part.
Each structure is followed by: Platelet DG rel	HIF activator	HSP90 refold inh	KLF5 inhibitor	SKKanGAS inh	aSyn 5UTR inh	AI-2 QS mod	HSF1 inh	HSF1 activator	IEC-6 cytotox
> CCOC(=O)c1ccc(NC(=S)N(CCCN2CCN(CC)CC2)Cc2cccs2)cc1
  5.5	-1.4	4.7	-1.1	-0.8	12.8	4.7	2.1	-9.2	1.4
> COC(=O)N/N=C/c1cn(CCCOc2ccccc2)c2ccccc12
  1.2	1.0	2.2	-29.7	13.7	-22.1	20.8	-0.2	-4.7	3.6
> COc1ccc(-c2csc(NC(=O)C3COc4ccccc4O3)n2)cc1OC (configuration not stated)
  1.3	-0.2	7.5	-2.5	11.1	15.7	45.3	-3.2	-16.0	-0.6
> Cc1cc(C)cc(N(CC(=O)NC2CCCC2)C(=O)CCC(=O)Nc2cc(C)ccn2)c1
  -3.6	4.5	1.9	-18.8	-1.6	-15.9	14.2	-2.6	10.5	-12.1
> CCOc1ccccc1C1C(C(=O)OC)=C(N)OC2=C1C(=O)CCC2 (configuration not stated)
  -0.9	-0.4	3.4	-8.3	-1.4	-9.3	11.9	-5.3	10.5	0.2
> COc1ccc(CN(C2CCCC2)S(=O)(=O)c2ccc(-n3cnnn3)cc2)cc1OC
  7.0	1.7	-3.4	-5.3	2.5	5.6	2.7	0.4	-15.8	-3.3
> C/C(=C\C(=O)c1ncc(C(F)(F)F)cc1Cl)N(C)C
  -1.5	-0.1	0.7	-1.4	5.3	-19.5	7.7	2.5	34.5	5.4
> CC1CCN(S(=O)(=O)c2ccc(NC(=O)Cc3ccc(S(=O)(=O)N4CCOCC4)s3)cc2)CC1
  -5.4	-0.3	.	.	1.3	19.6	29.0	0.4	-2.5	.
> c1cncc(-c2nc(NCCCN3CCOCC3)c3c4c(sc3n2)CCC4)c1
  9.7	1.2	7.0	14.4	-1.5	-58.1	11.6	-0.1	-8.5	1.9
> COCc1ccc(C(=O)NC2CCCN(Cc3ccccc3F)C2)o1 (configuration not stated)
  1.1	0.3	1.1	-15.8	-4.9	0.9	16.1	-1.6	-6.2	1.4
> CC(C)(C)n1nnnc1C(c1cccnc1)N1CCN(C(=O)c2ccco2)CC1 (configuration not stated)
  -12.3	-0.1	0.2	-25.2	1.7	-24.7	11.5	.	.	-0.4
> COc1ccc(OC)c(C(=O)CSc2nc3cccnc3n2C)c1
  2.4	-0.3	-1.8	0.5	-1.0	4.4	31.6	0.1	13.6	-0.3
> Cc1ccc(-c2cc(C(=O)NCCCN3CCCC3)c3ccccc3n2)cc1C
  -5.6	1.0	2.2	-44.3	5.3	-63.0	17.0	13.3	7.9	-0.3
> Cc1ccccc1Oc1cc(NC(=O)Cn2cnc([N+](=O)[O-])c2)cc([N+](=O)[O-])c1
  10.2	1.8	4.4	-7.9	10.8	-90.8	12.2	28.2	74.9*	8.0
> Cc1nc2scc(C)n2c(=O)c1S(=O)(=O)Nc1ccc(N2CCN(S(C)(=O)=O)CC2)cc1
  1.7	-0.5	-3.0	-25.0	-1.3	11.0	37.9	1.2	26.4	4.2

5 structures already listed, sorted by number of heavy atoms, largest number first:
Each structure is followed by: Platelet DG rel	HIF activator	HSP90 refold inh	KLF5 inhibitor	SKKanGAS inh	aSyn 5UTR inh	AI-2 QS mod	HSF1 inh	HSF1 activator	IEC-6 cytotox
> CCOC(=O)c1ccc(NC(=S)N(CCCN2CCN(CC)CC2)Cc2cccs2)cc1
  5.5	-1.4	4.7	-1.1	-0.8	12.8	4.7	2.1	-9.2	1.4
> Cc1ccc(-c2cc(C(=O)NCCCN3CCCC3)c3ccccc3n2)cc1C
  -5.6	1.0	2.2	-44.3	5.3	-63.0	17.0	13.3	7.9	-0.3
> COC(=O)N/N=C/c1cn(CCCOc2ccccc2)c2ccccc12
  1.2	1.0	2.2	-29.7	13.7	-22.1	20.8	-0.2	-4.7	3.6
> COCc1ccc(C(=O)NC2CCCN(Cc3ccccc3F)C2)o1 (configuration not stated)
  1.1	0.3	1.1	-15.8	-4.9	0.9	16.1	-1.6	-6.2	1.4
> C/C(=C\C(=O)c1ncc(C(F)(F)F)cc1Cl)N(C)C
  -1.5	-0.1	0.7	-1.4	5.3	-19.5	7.7	2.5	34.5	5.4
